High-throughput results: PubChem BioAssay, National Center for Advancing Translational Sciences (NCATS)
TrxR1 substrate = qHTS Assay for Substrates of Mammalian Selenoprotein Thioredoxin Reductase 1 (TrxR1): qHTS. Potency, µM (highest dose often 114 µM), without a hit: at the highest dose activity change, negative = substrate turnover. purified TrxR1 substrate turnover, NADPH consumption readout. AID 588456, 2011. 0.01% of 390,000 active; further: potency means the concentration at half of the fitted maximal effect; on the % scale 0 is the no-effect control and ±100 the full control effect; nearly all actives have a fitted effect of over 50% in size
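Rat TrxR1, dispensed at 90 nM, was prereduced with 400 uM NADPH (final) for 5 min at ~22 deg C, then incubated with compound 15 min before 400 uM selenite. A first-read NADPH fluorescence drop versus no-compound background flagged substrates.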
D2 ag = HTS Assay for Allosteric Agonists of the Human D2 Dopamine Receptor: Primary Screen for Agonists; activation, % at 2 µM; 0.53% of 340,000 active; HEK293 T-REx D2 cells, calcium flux agonist mode;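 active means activation over 3 SD above normal in the single-dose calcium agonist read, cut at about 30% in these data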; further: 0% is about no effect
Target sequence (P14416 whole entry, looked up): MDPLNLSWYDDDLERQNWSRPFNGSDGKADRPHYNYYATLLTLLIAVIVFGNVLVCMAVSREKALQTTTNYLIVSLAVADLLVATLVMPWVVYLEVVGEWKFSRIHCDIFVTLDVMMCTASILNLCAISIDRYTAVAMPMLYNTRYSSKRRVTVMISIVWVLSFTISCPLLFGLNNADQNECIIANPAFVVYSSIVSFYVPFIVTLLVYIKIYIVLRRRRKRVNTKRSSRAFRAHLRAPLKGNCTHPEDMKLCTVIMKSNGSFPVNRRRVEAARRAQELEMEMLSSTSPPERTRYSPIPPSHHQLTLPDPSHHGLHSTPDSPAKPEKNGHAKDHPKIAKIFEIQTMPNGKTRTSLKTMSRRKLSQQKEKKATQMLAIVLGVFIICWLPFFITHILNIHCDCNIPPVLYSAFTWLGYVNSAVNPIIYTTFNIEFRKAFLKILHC
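Agonism scored from kinetic calcium signal (1 read/sec, 180 s) following compound pin transfer, after a 10 s baseline. Cells: HEK293 Trex line expressing inducible D2 receptor coupled to calcium, dye-loaded after overnight culture at 30 C.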
TRHR enhancer = qHTS for Small Molecule Agonists and Allosteric Enhancers of Human TRH Receptor: Primary Screen for Enhancers; Thyrotropin-releasing hormone receptor (Homo sapiens), P34981; TRHR cells, fluo-8 calcium fluorescence, EC20 TRH enhancement; enhancement, % at 2 µM; 0.66% of 360,000 active; AID 493056, 2011; in the data active means enhancement above about 30%; further: 0% is about no effect
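TRHR-expressing cells loaded with fluo-8 calcium dye were read kinetically (ex 480/em 530) during compound addition, then stimulated with an EC20 of TRH (10 nM final). Enhancement of the Gq-mediated intracellular calcium response was scored.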
TRHR ag = qHTS for Small Molecule Agonists and Allosteric Enhancers of Human TRH Receptor: Primary Screen for Agonists; activation, % at 2 µM; TRHR cells, calcium flux fluo-8, FDSS agonist mode; Thyrotropin-releasing hormone receptor (Homo sapiens), P34981; 0.18% of 360,000 active; in the data active means activation above about 30%; further: 0% is about no effect
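Agonist-mode FDSS calcium read (Ex 480/Em 530, 1 s cycles) in 1536-well TRHR cells with fluo-8 dye, after 10-cycle baseline and 23 nL compound addition; TRH at EC20 (10 nM final) added afterwards for the enhancer phase.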
PI4K2A inh = qHTS for small molecular inhibitors of PI4K2A; activity change, negative = inhibition, % at 76.9 µM; Phosphatidylinositol 4-kinase type 2-alpha (Homo sapiens), Q9BTU6; 0.13% of 420,000 active; purified PI4K2A, ADP-Glo luminescence, 1 h; hits give low values; AID 1346378, 2018; in the data active means activity change below about -50%; inconclusive means mostly about -30% to -49%;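 further: -100% = wells without enzyme as full effect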
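In this quantitative HTS, ADP production by PI4K2A was quantified luminescently after 1 h at ambient temperature; 100 microM adenosine served as plate-quality control.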
IDH1 R132H inh = qHTS for Inhibitors of mutant isocitrate dehydrogenase 1 (IDH1): qHTS; 0.093% of 390,000 active; Isocitrate dehydrogenase [NADP] cytoplasmic (Homo sapiens), O75874; AID 602179, 2012; Potency, µM (series often up to 76.6 µM), for inactives: at the top dose activity change, negative = inhibition, hits mostly inhibitors; IDH1-R132H enzyme, NADPH consumption, diaphorase/resazurin fluorescence; further: potency means the concentration at half of the fitted maximal effect; on the % scale 0 is the no-effect control and ±100 the full control effect; nearly all actives have a fitted effect of over 65% in size
Target sequence (O75874 whole entry R132H, stated change not applied): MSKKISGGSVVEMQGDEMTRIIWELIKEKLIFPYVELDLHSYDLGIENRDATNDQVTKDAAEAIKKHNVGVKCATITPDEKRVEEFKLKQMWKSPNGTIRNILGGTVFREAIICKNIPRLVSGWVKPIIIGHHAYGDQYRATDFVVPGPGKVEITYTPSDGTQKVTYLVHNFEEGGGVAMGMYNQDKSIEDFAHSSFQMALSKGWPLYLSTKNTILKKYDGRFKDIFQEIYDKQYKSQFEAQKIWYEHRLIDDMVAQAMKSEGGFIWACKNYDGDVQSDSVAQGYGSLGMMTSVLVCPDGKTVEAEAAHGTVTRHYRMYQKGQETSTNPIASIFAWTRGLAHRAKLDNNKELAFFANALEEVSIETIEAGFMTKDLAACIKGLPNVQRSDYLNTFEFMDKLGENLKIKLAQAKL
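IDH1-R132H (0.5 ug/mL) preincubated 30 min with compound, then NADPH (0.016 mM) and alpha-KG (2 mM) added; 80 min at RT, pH 7.5. Remaining NADPH coupled via diaphorase/resazurin to fluorescence (540/590 nm); concentration-response curves normalized to no-enzyme control.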
USP1-UAF1 inh = Inhibitors of USP1/UAF1: Primary Screen | 0.23% of 390,000 active | AID 743255, 2014 | Potency, µM (series often up to 57.1 µM), inactives show at the top dose activity change, negative = inhibition, hits mostly inhibitors | Ubiquitin carboxyl-terminal hydrolase 1 (Homo sapiens), O94782 | recombinant USP1/UAF1, Ub-Rhodamine cleavage fluorescence; further: potency means the concentration at half of the fitted maximal effect; on the % scale 0 is the no-effect control and ±100 the full control effect; nearly all actives have a fitted effect of over 60% in size; inactives centre near -12
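1 nM enzyme complex + cpd, 15 min RT; start with Ub-Rho 150nM final; kinetic fluorescence ex 480/em 540, 6 reads q60 s. Buffer 50mM HEPES pH 7.8, 0.5mM EDTA, 0.1 mg/ml BSA, 1mM TCEP, 0.01% Tween-20.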
D2 antag = HTS Assay for Allosteric Antagonists of the Human D2 Dopamine Receptor: Primary Screen for Antagonists; D(2) dopamine receptor (Homo sapiens), P14416; HEK293 TREx D2 cells, calcium flux, dopamine EC80; inhibition, % at 10 µM; 2% of 340,000 active; in the data active means inhibition above about 30%; further: 0% is about no effect
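Overnight-induced (tetracycline, 30 C) HEK293 T-REx cells carrying force-coupled D2 receive a no-wash calcium dye, then compound, then EC80 dopamine at 180 s; signals are read kinetically throughout.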
TrxR1 inh = qHTS Assay for Inhibitors of Mammalian Selenoprotein Thioredoxin Reductase 1 (TrxR1): qHTS; Thioredoxin reductase 1, cytoplasmic (Rattus norvegicus), O89049; recombinant rTrxR1, NADPH fluorescence consumption, selenite substrate; Potency, µM (doses to about 114 µM), for inactives: at the highest dose activity change, negative = inhibition, usual class: inhibitors; 1% of 390,000 active; further: potency means the concentration at half of the fitted maximal effect; on the % scale 0 is the no-effect control and ±100 the full control effect; nearly all actives have a fitted effect of over 65% in size
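Rat TrxR1 (90 nM in the dispensed reagent) was pre-reduced with 400 uM NADPH for 5 min at room temperature, then incubated with compound for 15 min. After 400 uM selenite was added, NADPH fluorescence (Ex 340/Em 450 nm) was followed for 8 min.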
The depositor's hits bear a star; u = inconclusive; x = no result given; & = joins results of further samples; [ ] = remark or other dose. Unless noted, the call rests on the fitted dose curve; in most records, active means well fitted inhibition curve with a large enough effect; inconclusive means small, poorly fitted or top-dose-only effect; inactive means no such curve, though single readings can be large or run the other way. Outcome played no part in choosing rows. Share with any hit: about 3.9%.

SMILES	TrxR1 substrate	D2 ag	TRHR enhancer	TRHR ag	PI4K2A inh	IDH1 R132H inh	USP1-UAF1 inh	D2 antag	TrxR1 inh
CC(C)CCNC(=O)CN(CC1CCCO1)C(=O)CCC(=O)Nc1nccs1 (stereo not given)	5%[57.1 µM]	-0.4	0	-0.5	-3	14%	4%	0	12%
Cc1ccc(C(=O)N2CCC(C(=O)c3ccc(F)cc3)CC2)cc1	4%[2.29 µM]	x	x	x	-2	5%	7%	x	18%[2.29 µM]
O=C(Nc1cccc(S(=O)(=O)N2CCCC2)c1)c1cccnc1	-1%	-0.2	11	0.2	3	-1%	-26%	-12	8%
O=C(COC(=O)CCCNC(=O)c1ccc(Cl)cc1)Nc1ccc(Br)cc1	-15%	-1.0	-1	-0.3	2	-3%	2%	-5	-4%
Cc1c(C(C)CCCO)oc(=O)c2c1Oc1c(C)c(C(C)C[C@H](C)O)oc(=O)c1C2 (stereo not given in full)	7%[57.1 µM]	-1.5	-1	-0.3	3	-1%	-15%	13	-6%[57.1 µM]
CCC(=O)N1CCC2(CC1)Oc1ccc(Cl)cc1C(=O)C21CC(c2ccccc2)=NO1 (stereo not given)	6%[57.1 µM]	-0.2	-5	0.5	2	-5%	-26%	-6	11%[57.1 µM]
O=C(c1ccc(Cl)cc1)C1CCN(Cc2ccccc2)CC1	5%	-0.9	7	-0.3	-4	14%	-8%	81*	0%
COc1cc(C2C(C(=O)c3ccco3)=C(O)C(=O)N2Cc2cccnc2)cc(OC)c1OC (stereo not given)	-2%	0.2	1	-0.1	1	22%	16%	-22	-19%
CCOC(=O)c1c(C)[nH]c(N=Nc2ccccc2Cl)c1C	-5%	0.0	0	-0.7	2	-3%	-12%	-5	17%
O=C(Nc1ccccc1Cl)N1CCC(CN2CCCCC2)CC1	3%[57.1 µM]	x	-2	0.4	-1	0%	8%	x	24%[57.1 µM]
CC(C)OCCCNC(=O)CN1C(=O)c2cccc3cccc1c23	9%[57.1 µM]	-0.5	-1	0.1	5	5%	-2%	-3	15%
COc1ccc(CCNC(=O)C2C3CCC(C3)C2C(=O)O)cc1OC (stereo not given)	-4%	0.2	-7	0.7	-1	20%	-9%	-4	-6%[57.1 µM]
O=C(Nc1cccc(-n2cnnn2)c1)c1ccccc1Br	5%	-0.5	2	-0.3	-4	2%	-23%	-3	23%
Cc1cc(=O)oc(C)c1C(=O)O	8%	-1.7	17	0.0	1	4%	6%	1	28%
O=c1nc(N/N=C/C=C/c2ccccc2)cn[nH]1	-2%	-1.1	7	-0.2	2	1%	-6%	-11	8%
COc1ccc(OC)c(NC(=O)CCC(=O)Oc2ccc(C)cc2)c1	-1%	x	14	0.5	8	9%	-10%	x	18%
COc1ccc(Br)cc1S(=O)(=O)NCc1ccccc1	-3%	0.4	-4	0.6	2	2%	-18%	-8	1%
COc1ccc(C(=O)Nc2cc(NC(=O)c3ccco3)ccc2OC)cc1Cl	3%	-0.1	3	1.3	-6	8%	-20%	x	13%
O=C(CCN1CCN(c2ccccc2F)CC1)Nc1ccc(F)cc1	2%	14	-3	-0.2	0	9%	-23%	88*	20%
CCN(CC(=O)NCc1cccs1)C(=O)c1cc(S(=O)(=O)N2CCOCC2)ccc1C	-9%	0.8	-7	-0.1	5	3%	-12%	14	-1%
COc1cccc2cc(C(=O)N3CCN(c4ccccn4)CC3)c(=O)oc12	-8%[57.1 µM]	0.4	2	0.1	-1	5%	-11%	-13	4%[57.1 µM]
O=C(Nc1ccc(-c2nc3ccccc3o2)c(O)c1)c1ccccc1	56%[activator][57.1 µM]	0.3	-6	1.0	1	-4%	u	x	u
COCCOC(=O)/C(=C/c1ccc(OC(=O)c2ccccc2)cc1)C(C)=O	0%	-0.4	-1	0.0	1	2%	-17%	23	u
CC(=O)N1CCN(c2ccccc2NC(=O)c2ccc(Br)o2)CC1	0%	1.0	1	-0.3	0	1%	-14%	6	-5%
Cc1cc(C)n(-c2ccc(F)cc2CN2CCN(Cc3ccccc3)C(CCO)C2)n1 (stereo not given)	6%	x	-2	0.7	2	0%	-22%	x	2%
CC(=O)N1CCN=C1SCc1cccc(C(F)(F)F)c1	0%[57.1 µM]	0.0	1	-0.5	-6	5%	-10%	-2	-7%
CC(=O)C1=C(O)C(=O)N(CCN2CCOCC2)C1c1ccccc1 (stereo not given)	-3%	0.3	1	0.3	0	4%	-14%	22	50µM*
CC1(C)OC(=CC=Nc2ccc(Cl)cc2)OC1(C)C	9%	-1.5	3	-2.0	2	0%	-21%	15	-11%
CC(C)NC(=O)c1c(O)c2ccccc2[nH]c1=O	6%	-0.3	4	1.2	-3	-2%	-2%	1	10%
COc1ccc(-c2cc(C(F)F)n3ncc(C(=O)Nc4cc(C)on4)c3n2)cc1	18%[57.1 µM]	0.4	9	0.6	7	6%	-14%	6	4%
O=C1Oc2ccccc2C(=O)/C1=C/N1CCN(c2ccccc2F)CC1	3%[57.1 µM]	9.4	-2	0.5	-2	8%	6%	16	1%[57.1 µM]
C#CCOCCOCCOCCNc1nc(N2CCN(C(=O)C([C@@H](C)O)n3cc([C@@H](N)CCCCN)nn3)CC2)nc(N2CCN(C(=O)[C@H](CCC(=O)O)n3cc([C@@H](N)CCCCN)nn3)CC2)n1 (stereo not given in full)	7%	x	x	x	3	-2%	-22%	x	-8%[57.1 µM]
COc1ccc(/C=N/Nc2nc3ccccc3c(=O)n2-c2ccccc2)cc1OC	-15%	-0.7	0	-0.1	2	-1%	-10%	-21	-23%
COCCSc1ccccc1C(=O)Nc1nccs1	10%	0.1	-4	0.3	-1	4%	0%	18	21%
CC(=O)Cn1nnc2sc(-c3ccccc3)cc2c1=O	10%&26%	0.1&-0.2	1&0	0.3&0.4	10&-4	0%	1%&-22%	1	-25%&9%
O=C(N/N=C/c1cn(-c2ccccc2)nc1-c1cc2ccccc2o1)c1c[nH]c2ccccc12	-3%	-0.9	-1	0.2	-1	3%	-3%	34*	8%
CN1C(=O)CC(N2CCC(C(N)=O)CC2)C1=O (stereo not given)	12%	-1.1	2	0.3	-15	10%	-10%	-6	20%
CCNS(=O)(=O)c1ccc(CCC(=O)Nc2ccc3c(c2)OCO3)cc1	6%[57.1 µM]	-0.2	3	-0.1	3	-2%	-12%	-5	13%[57.1 µM]
CC1(C)C(C#N)=C(N)Oc2c1c(=O)oc1ccccc21	-2%	-0.3	1	0.0	4	-2%	-12%	-5	11%
CC(=O)Nc1ccc(NC(=O)c2ccc(NS(=O)(=O)c3cccc4cccnc34)cc2)cc1	6%	0.1	0	-1.2	-6	2%	-25%	5	14%
CC1CCCCN1S(=O)(=O)c1ccc(-n2cnnn2)cc1 (stereo not given)	-4%[57.1 µM]	0.1	-1	0.2	-2	-3%	-26%	-2	-7%[57.1 µM]
COc1ccc(Cc2nnc(SCC(=O)N3CCCC(C)C3)o2)cc1 (stereo not given)	6%	-0.6	8	-0.7	0	16%	-23%	-2	3%
